Jurkat NFkB inh: inhibitors of the PMA/ionomycin-induced NF-kB reporter in Jurkat cells; PMA/ionomycin-induced NF-kB luciferase reporter, luminescence; inhibition, % at 4 µM; actives 0.53% (n = 330,000); in the data active = inhibition above about 50%
CXCR6 inh: inhibitors of human CXCR6 receptor; CHO-K1 PathHunter CXCR6 beta-arrestin, luminescence; inhibition, % at 20 µM; actives 0.36% (n = 360,000); in the data active = inhibition above about 34%, passing the limit was not always enough;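 note: antagonist mode with CXCL16 agonist at 10 nM final; 0% = 10 nM CXCL16 with DMSO and 100% = unstimulated wells without agonist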
CCR6 antag: CCR6 (human) receptor antagonism; P51684; CHO-K1 CCR6 PathHunter beta-arrestin, luminescence, CCL20-stimulated; inhibition, % at 20 µM; actives 0.49% (n = 340,000); AID 493098;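 active = compounds whose inhibition of the agonist-driven luminescence signal at 20 µM reaches about 50%, limit read from the data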;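 note: cells stimulated with CCL20 at 14 nM final; plate controls were DMSO with CCL20 for no effect and DMSO without agonist for full effect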
Target sequence (P51684 whole entry, looked up): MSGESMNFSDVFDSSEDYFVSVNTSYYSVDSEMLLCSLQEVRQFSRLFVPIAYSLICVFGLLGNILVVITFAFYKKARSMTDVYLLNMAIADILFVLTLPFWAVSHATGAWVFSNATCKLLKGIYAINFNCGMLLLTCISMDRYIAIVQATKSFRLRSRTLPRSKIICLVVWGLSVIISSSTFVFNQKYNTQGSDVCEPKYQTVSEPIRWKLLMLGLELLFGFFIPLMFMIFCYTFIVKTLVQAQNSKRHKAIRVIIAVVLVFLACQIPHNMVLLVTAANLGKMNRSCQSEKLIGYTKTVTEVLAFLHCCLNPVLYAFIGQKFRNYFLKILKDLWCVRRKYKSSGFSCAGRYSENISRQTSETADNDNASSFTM
XBP1 UPR activ: adaptive UPR (XBP1) activation. CHO-XBP1 luciferase reporter, IRE1-XBP1 UPR activation, luminescence; percent of tunicamycin response, DMSO as zero. activation, % at 20 µM. actives 0.33% (n = 330,000);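 active = versus positive control, 20 µM dose yields 30% or more activation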;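 note: 100% = tunicamycin at 10 µg/mL and 0% = DMSO only wells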
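Material: CHO-XBP1 cells stably carrying IRE1-XBP1-driven luciferase reporter / Amount: 1000 cells per well / Compound: 20 µM, 1% DMSO / Times: 6 h treatment, 37 °C / Detection: luciferase luminescence / Measure: % activation of reporter signal versus tunicamycin and DMSO controls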
Mdm2-MdmX inh: human Mdm2/MdmX binding inhibition | SaOS-2 split-luciferase Mdm2/MdmX complementation, luminescence | inhibition, % at 8 µM | actives 3% (n = 330,000) | AID 485346;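 active = inhibition of at least 50% at 8 µM in the primary screen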
EBI2 antag: blocks human EBI2 receptor beta-arrestin signaling. P32249. EBI2 beta-arrestin recruitment, luminescence, 7a,25-OHC stimulated. inhibition, % at 5 µM. actives 0.81% (n = 360,000); in the data active = inhibition above about 38%;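 note: enzyme fragment complementation signal reports receptor beta-arrestin coupling in cells; 0% = agonist plus DMSO wells and 100% = wells without agonist; some results beyond the cut were filed as inactive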
Target sequence (P32249 whole entry, looked up, the tested form may be a part): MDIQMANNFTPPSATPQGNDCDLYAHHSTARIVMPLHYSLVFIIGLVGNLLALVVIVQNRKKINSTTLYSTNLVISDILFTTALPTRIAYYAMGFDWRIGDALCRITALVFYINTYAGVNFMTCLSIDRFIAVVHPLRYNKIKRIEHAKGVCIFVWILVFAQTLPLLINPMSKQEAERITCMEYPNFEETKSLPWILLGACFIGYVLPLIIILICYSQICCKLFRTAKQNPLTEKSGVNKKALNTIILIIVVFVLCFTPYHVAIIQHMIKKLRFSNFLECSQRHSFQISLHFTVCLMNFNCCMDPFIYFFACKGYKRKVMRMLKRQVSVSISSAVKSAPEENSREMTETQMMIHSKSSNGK
697 NFkB inh: lowers PMA/ionomycin-induced NF-kB signal in 697 B cells; inhibition, % at 4 µM; 697 B-cell NF-kB luciferase reporter, 16 h; AID 435022; actives 0.33% (n = 330,000); in the data active = inhibition above about 35%
CHOP UPR activ: activators of apoptotic arm of unfolded protein response (CHOP); AID 449763; activation, % at 10 µM; actives 0.34% (n = 330,000); CHO-CHOP luciferase reporter, UPR activation, luminescence; percent of tunicamycin response over DMSO baseline;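 active = at 10 µM dose, activation of 40% or more, normalized to positive control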;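 note: 100% = tunicamycin at 10 µg/mL and 0% = DMSO alone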
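System: CHO-CHOP luciferase reporter cell line | Buffer or medium: F12 medium containing 10% fetal bovine serum | Doses: One dose, 10 µM in 0.5% DMSO | Times: 6 h compound exposure at 37 °C after overnight seeding | Signal: Luciferase luminescence | Read-out: % activation vs tunicamycin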
Gli-Sufu antag: antagonists of Gli-Sufu signaling. Sufu-KO-LIGHT fibroblasts, Gli luciferase reporter luminescence. inhibition, % at 5 µM. actives 0.74% (n = 340,000). AID 588413;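 active = inhibition above about 55%, limit read from the data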;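 note: 0% = DMSO-treated cells and 100% = wells with medium but no cells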
Starred values were filed as active, the others as inactive; · = not tested or not shown; & = joins results of further samples.

SMILES	Jurkat NFkB inh	CXCR6 inh	CCR6 antag	XBP1 UPR activ	Mdm2-MdmX inh	EBI2 antag	697 NFkB inh	CHOP UPR activ	Gli-Sufu antag
O=C(N/N=C1\CCCc2ccccc21)c1ccc([N+](=O)[O-])cc1	-58	-13	7	0	-63	-15	-59	3.2	-53
CCn1c2ccccc2c2cc(NC(=O)COC(=O)c3ccc(O)cc3)ccc21	-8	-14	4	-4	-6	1	-17	1.1	2
CCC(CC)C(=O)Nc1ccccc1NC(C)=O	1	-3	3	-1	8	-5	11	1.9	5
Cc1ccc(Nc2nc(NCCO)nc3c2cnn3C)cc1Cl	-25	-4	-2	-1	22	-5	-24	-0.3	1
Cc1ccc(S(=O)(=O)N2CCOCC2)cc1NC(=O)COC(=O)COc1cccc2c1OC(C)(C)C2	12	5	5	1	27	-6	-1	0.5	7
COc1cc2ccccc2cc1C(=O)Nc1ccc(NC(=O)c2cccs2)cc1	3	-10	4	4	12	17	13	6.9	42
Cc1ccc(N(CC(=O)NCC2CCCO2)C(=O)CCC(=O)Nc2nccs2)cc1C (stereo not drawn)	-7	4	16	-3	1	7	-5	0.4	4
Cc1ccc(S(=O)(=O)NCC(=O)N2CCN(c3ccccn3)CC2)cc1	-2	3	0	0	6	-2	15	-0.5	-1
Cc1ccccc1CSc1nc2c(c(=O)[nH]1)CCC2	2	0	14	2	-3	-6	16	1.4	-3
CCN(CC)c1ccc(C(=O)Nc2cccc(F)c2)cc1	-221	-2	-5	-4	-201	11	-293	6.3	16
Cc1ccc2c(C)nc(SC(C(=O)c3ccccc3)c3ccccc3)nc2c1 (stereo not drawn)	-26	19	12	-3	13	4	-14	0.4	22
O=C(Cn1cc(COc2c(F)c(F)cc(F)c2F)nn1)c1ccc(O)cc1	·	18	15	·	·	15	·	·	-11
COc1ccccc1CO/N=C/NC(=O)c1c(OC)ccnc1Oc1ccc(F)cc1	-7	1	4	-4	12	13	-11	-0.3	-1
COc1ccc(CNC(=O)C2C3C=CC4(CN(Cc5cccnc5)C(=O)C24)O3)cc1 (stereo not drawn)	-21	-4	14	-3	-6	2	-14	-0.1	-6
C=CCn1c(NCc2ccco2)nc2ccccc21	10	-2	-2	-3	18	-7	0	-0.3	1
CC1CCCCC1NC(=O)COc1ccccc1C#N (stereo not drawn)	-13	-2	-9	0	-14	-5	-11	0.7	-6
O=C(COc1ccc2c(c1)OCO2)Nc1nccs1	-48	4	21	-8	-40	0	9	-2.9	-79
O=C(Nc1cnc2ccccc2c1)c1cccc(-n2cnnn2)c1	-91	1	13	2	-15	2	-66	3.0	-48
O=C(O)/C=C/C(=O)NNC(=O)c1ccccc1Br	13	0	-21	-1	17	-8	14	-0.9	0
COC(=O)c1nnc(-c2ccccc2)nc1OC	-29	1	-4	-2	-2	-7	-14	0.0	0

Brought forward from above: four entries; new compounds follow.
SMILES	Jurkat NFkB inh	CXCR6 inh	CCR6 antag	XBP1 UPR activ	Mdm2-MdmX inh	EBI2 antag	697 NFkB inh	CHOP UPR activ	Gli-Sufu antag
O=C(COc1ccc2c(c1)OCO2)Nc1nccs1	-48	4	21	-8	-40	0	9	-2.9	-79
O=C(Nc1cnc2ccccc2c1)c1cccc(-n2cnnn2)c1	-91	1	13	2	-15	2	-66	3.0	-48
O=C(O)/C=C/C(=O)NNC(=O)c1ccccc1Br	13	0	-21	-1	17	-8	14	-0.9	0
COC(=O)c1nnc(-c2ccccc2)nc1OC	-29	1	-4	-2	-2	-7	-14	0.0	0
COc1ccc(/C=C(/NC(=O)c2ccco2)C(=O)N2CCCC2=O)cc1	-6	-7	6	2	-30	-5	5	-0.7	25
CC(Sc1ccccn1)C(=O)Nc1ccc2c(c1)OCCO2 (stereo not drawn)	-22	2	2	2	3	4	5	3.2	-1
CC(=O)N1CCc2cc(S(=O)(=O)NCCCOC(C)C)ccc21	3	-2	-5	-4	-7	-10	-28	-0.9	11
Cc1ccc(C(=O)N/C(=C\c2cccs2)C(=O)NCC2CCCO2)cc1C (stereo not drawn)	5	10	11	-3	-4	-8	6	3.3	0
O=C1CC(c2ccco2)CC(O)=C1C=Nc1ccccc1-c1ccccc1 (stereo not drawn)	-9	5	16	-7	29	11	17	2.1	-16
CCc1cccc(NC(=O)c2sc3nc4n(c(=O)c3c2C)CCC4)c1	-58	-9	7	0	-63	-2	-39	1.1	-63
CC(=O)Nc1c([N+](=O)[O-])cc2[nH]c(=O)[nH]c2c1[N+](=O)[O-]	11	8	15	-2	5	-6	3	0.9	3
CC(C)(C)c1ccc(C(=O)NCC(=O)OCC(=O)Nc2nc(-c3ccc(F)cc3)cs2)cc1	-28	-7	-10	-1	-43	-1	-23	2.0	-14
Cc1ccccc1OCC(=O)OCC(=O)NCc1ccccc1	-3	5	6	0	-16	-5	-2	0.7	-7
O=C(Cc1noc2ccccc12)Nc1ccccn1	-37	0	-4	-3	-32	1	-21	2.3	-46
CCOC(=O)C1=C(C)NC(C)=C(C(=O)OCC)C1C(=O)OCC(=O)N1CCC(C)CC1	1&13	6&0	3&-5	0&2	9&-15	-3&-3	1&15	0.6&-1.2	11&-4
CCOC(=O)c1[nH]c2ccc(OC)cc2c1C	-50	-4	5	4	-3	-7	-34	4.8	-37
COc1ccc(NC(=O)CN(C)C(=O)CSCc2c(C)noc2C)cc1	14	-2	3	-1	4	10	-10	0.9	-6
CCCc1nc(SCC(=O)NC2CC2)c2c(C)c(C)sc2n1	8	8	21	-1	15	-6	7	0.3	-14
COc1ccccc1-c1c(C)oc2cc(OC(=O)c3ccco3)ccc2c1=O	1	4	12	-1	32	-37	-15	5.1	-4
COc1ccccc1CNC(=O)C(=O)NCC1CCCN1S(=O)(=O)c1cccs1 (stereo not drawn)	-6	1	4	-2	15	6	-14	-0.6	7
COc1cccc(OCc2cc(C(=O)N3CCCC3c3ccccn3)no2)c1 (stereo not drawn)	-96	4	-2	-3	-95	5	-101	8.1	-28
CCC(Sc1nnc(C)s1)C(=O)Nc1nccs1 (stereo not drawn)	-2	6	2	-2	7	-5	14	-1.7	-2
CC(C)N(C(=O)[C@H]1C[C@H](CC(=O)NCCN2CCOCC2)C(=O)N2CCc3c([nH]c4ccc(Cl)cc34)[C@]12C)C(C)C	·	4	-1	0	21	2	18	1.4	-4
COc1cc2c(cc1NC(=O)c1cccc(F)c1)CCCC2	-43	-5	11	-1	-20	8	-84	0.8	-10
COc1cccc(NC(=O)c2ccc(-n3cccn3)nc2)c1	-2	-4	1	3	-4	21	3	0.6	-6
C#CCOCCOCCOCCNc1nc(N2CCN(C(=O)CCCCCCCCCCNC(=O)[C@H](CCCCN)n3cc(C[C@@H](C)CC)nn3)CC2)nc(N2CCN(C(=O)CCCCCCCCCCNC(=O)[C@@H]([C@H](C)O)n3cc(C)nn3)CC2)n1	91*	23	6	40*	97*	-20	-41	29	11
O=C(Nc1ccc([N+](=O)[O-])cc1NC(=O)c1ccccc1)c1ccccc1	·	13	26	·	·	0	·	·	6
O=C(CCc1ccc(S(=O)(=O)N2CCOCC2)cc1)Nc1ccc2c(c1)OCCO2	2	-11	7	-4	12	-7	-7	-0.5	6
C/C(=N/OCO/N=C(\C)c1ccccc1)c1ccccc1	-14	-2	28	-2	11	10	-40	1.0	-6
CN(C)c1ccc(/C=C2\NC(=S)N(Cc3ccccc3)C2=O)cc1	0	21	39	3	15	9	-6	0.7	-4
CC(Sc1nccn1C)C(=O)Nc1ccccc1 (stereo not drawn)	-8	-5	4	-1	-2	6	0	1.1	6
CCn1c(=O)c2ccccc2n(Cc2ccc([N+](=O)[O-])cc2)c1=O	-6	12	10	2	22	11	-10	0.9	4
O=C(O)c1ccc(N2CCN(C(c3ccccc3)c3ccccc3)CC2)c([N+](=O)[O-])c1	-16	10	17	-5	19	7	21	0.1	-27
COc1ccc(C(=O)Nc2ccc3c(c2)OCCO3)cc1[N+](=O)[O-]	-27	20	17	0	-16	3	16	4.3	-23
COc1ccc(C(=O)COC(=O)CCNS(=O)(=O)c2ccc(NC(C)=O)cc2)c(OC)c1	-5	-6	15	-2	7	-2	-5	-0.4	-11
O=C(CNC(=O)c1sc2ccccc2c1Cl)NCc1cccnc1	-6	1	3	-3	15	-9	31	1.8	13
O=C(NC1=NCCS1)c1cccc(F)c1	-12	10	9	4	-7	-12	-13	7.0	-4
CCCCn1c(Cn2nc(C(=O)O)c3ccccc3c2=O)nc2cc(S(N)(=O)=O)ccc21	4	5	14	2	-11	-7	14	1.7	6
CCOC(=O)C1(Cc2cccc(OC)c2)CCN(Cc2cccc(O)c2)CC1	11	6	8	-2	18	8	7	-1.6	23
COC(=O)c1ccc2c(c1)N(C)S(=O)(=O)c1cnc(SCC(=O)C(C)(C)C)nc1-2	-6	8	2	3	15	-8	19	1.6	5
Cc1ccc(NC2=C(Cl)C(=O)OC2OC(=O)c2ccccc2C)cc1 (stereo not drawn)	8	-6	6	-2	6	-1	2	-2.7	-3
O=c1cnnc(Nc2ccccc2F)[nH]1	-4	-7	8	0	-6	-9	14	1.9	-5
CCOc1ncccc1C(=O)OCc1ccc(Cl)cc1	1	-6	9	0	12	-8	-9	2.9	-8
Clc1ccccc1CNCc1ccncc1	2	-6	8	1	-15	3	-2	-0.6	12
COc1ccc(NC(=O)c2ccc(C(=O)Nc3ccc(OC)cc3OC)cc2)c(OC)c1	2	-1	4	0	-3	1	2	-1.5	3
N#CC1=C2SCCN2C(=O)C(C#N)C12CCCCC2 (stereo not drawn)	7	1	-4	0	21	-4	15	1.7	2
Cc1ccc(-c2nn(-c3ccc(F)cc3)cc2C(=O)NCC(c2cccs2)N2CCOCC2)cc1 (stereo not drawn)	-7	16	23	1	15	24	-23	3.8	12
Cc1cc(C)c(S(=O)(=O)NCCc2cc3ccc(C)c(C)c3[nH]c2=O)c(C)c1	5	1	11	1	9	-12	-4	0.5	-1
O=C(NCCN1CCOCC1)C(=O)NCc1ccc2c(c1)OCO2	7	-5	-2	-2	14	-6	16	-0.5	-13
CCOC(=O)c1ccc(NCc2ccc3c(c2)OCO3)cc1	-14	-9	11	-2	2	2	-11	3.9	-22
O=C(CSc1nc(O)cc(=O)n1-c1ccccc1)Nc1nc2ccccc2s1	-12	-10	12	0	-9	-1	-2	-0.3	2
CSc1ccc(S(=O)(=O)Nc2ccc(N3CCOCC3)c(Cl)c2)cc1	22	3	14	-2	-20	0	-36	-1.6	9
CC(C)C(NC(=O)c1c(F)cccc1F)C(=O)NCC(c1ccccc1)N(C)C (stereo not drawn)	4	6	-1	-3	-16	-8	13	0.3	3
COc1ccc(NC(=O)CCOc2ccc(C)cc2)cc1S(=O)(=O)N1CCCCC1	-4	-2	25	-2	14	24	-27	1.7	·
C=C1CC(C(=O)N/N=C/c2ccc(O)cc2)C1	3	-1	1	-2	12	2	-2	-1.5	-2
Cc1nn(-c2ccc(F)cc2)c(C)c1CN1CCN(CCc2ccccc2)C(CCO)C1 (stereo not drawn)	15	-1	7	-2	-12	1	12	-2.4	8
